# Assay outcomes (PubChem)
# STAT1 act: STAT1 signaling activation; AID 932; 200,000 tested, 2.6% active; NIH 3T3 STAT1-luciferase reporter, IFN-gamma, luminescence; 100% = IFN-gamma alone, no compound; activation (% of control), % at 5.5 µM;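 active means activation above the screen-wide mean activation plus 3 SD, cut at about 130% in these data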;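 further: raw ratio to IFN-gamma control signal so 100% means no change and 0% no light; values of inactives mirror those of a sister screen read the other way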
# NF-kB neuron act: compounds increasing NF-kB expression in human neuronal cells; NF-kB reporter expression; stronger effect = higher value; fold change at 12.5 µM; 190,000 tested, 1.6% active; in the data active means fold change above about 3.3
# STAT3 activator: STAT3 signaling activation | U3A cells, IL-6 STAT3-luciferase reporter, luminescence; 100% = signal with IL-6 EC80 alone | activation (% of control), % at 5.6 µM | 190,000 tested, 0.91% active | AID 871;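 active means activation above the screen-wide mean of compound activation plus 3 SD, cut at about 130% in these data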;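 further: 0% = background luminescence of wells with medium and substrate only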
#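 Material: human STAT1-deficient U3A cells with stable STAT3-luciferase reporter / Probe or stimulus: IL-6 stimulus at 33 ng/mL final / Schedule: 1 h compound pre-exposure, 6 h IL-6 stimulation, 37 °C / Technique: luminescence / Read-out basis: percent of IL-6-only median luminescence / Control set: IL-6-only high control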
# STAT1 blocker: inhibitors of IFN-gamma induced STAT1 signaling; NIH 3T3 STAT1-luciferase reporter, luminescence; inhibition, % at 5.5 µM; 200,000 tested, 0.35% active; AID 920;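 active means inhibition above a set limit, the mean inhibition across all tested compounds plus 3 SD, cut at about 34% in these data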;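 further: 0% = IFN-gamma with DMSO and 100% = IFN-gamma with 300 µM nifuroxazide; values of inactives mirror those of a sister screen read the other way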
# APP 5'UTR act: APP 5'UTR luciferase reporter activation | SH-SY5Y APP 5'UTR luciferase reporter, luminescence; zero percent = DMSO vehicle wells | activation, % at 2 µM | 190,000 tested, 1% active | AID 1276;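 active means activation above a set limit, based on mean plus 3 SD of controls, cut at about 140% in these data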; further: values of inactives mirror those of a sister screen read the other way
# FLuc stim CS: affects firefly luciferase, flagging false hits in luciferase stimulation screens; activation factor at 10 µM; 200,000 tested, under 10 active; P08659; ATPlite luciferase biochemical, luminescence, 10 min; 0 = ATP-free wells, 1 = DMSO control;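 active means luciferase activation factor, scaled between plate controls, of at least 2 with compound at 10 µM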
# Target sequence (P08659 whole entry, looked up): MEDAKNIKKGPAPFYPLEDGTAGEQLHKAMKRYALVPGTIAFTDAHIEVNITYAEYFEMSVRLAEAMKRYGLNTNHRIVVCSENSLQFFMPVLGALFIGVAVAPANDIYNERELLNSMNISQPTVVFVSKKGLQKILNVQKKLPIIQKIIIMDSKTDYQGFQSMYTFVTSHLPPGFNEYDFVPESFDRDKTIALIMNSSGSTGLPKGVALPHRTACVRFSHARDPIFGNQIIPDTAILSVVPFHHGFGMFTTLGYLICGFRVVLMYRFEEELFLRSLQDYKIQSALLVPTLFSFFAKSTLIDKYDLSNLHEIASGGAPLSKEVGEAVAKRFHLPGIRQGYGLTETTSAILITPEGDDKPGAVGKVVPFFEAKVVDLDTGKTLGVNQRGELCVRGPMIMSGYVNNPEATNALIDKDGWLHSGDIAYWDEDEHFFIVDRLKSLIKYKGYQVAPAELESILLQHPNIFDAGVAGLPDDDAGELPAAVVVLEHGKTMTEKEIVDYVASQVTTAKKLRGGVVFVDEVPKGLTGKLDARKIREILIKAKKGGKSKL
#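 assay system = Luciferase/luciferin detection reagent, cell-free biochemical luciferase assay | also added = ATP substrate | times = 10 min post-reagent at room temperature | measured by = luminescence from luciferase reaction | measure = luciferase activation, seen as luminescence increase over controls | benchmarks = low control with PBS replacing ATP, high control enzyme plus ATP without compound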
# FLuc inhib CS: Photinus pyralis luciferase inhibition counter-screen. P08659. ATPLite firefly luciferase biochemical luminescence, 10 min. inhibition, % at 10 µM. 200,000 tested, 1.5% active;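 active means inhibition above about 50% when tested at 10 µM, limit read from the data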
# ROMK mod: human ROMK K+ channel modulation, primary screen. P48048. Tet-inducible ROMK, thallium flux fluorescence; actives lie on both sides. B-score at 10 µM. 130,000 tested, 2% active;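 active means signal ratio slope over the read window, or its plate-corrected B-score, at least 3 SD from the plate mean, either direction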;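 further: B-score of the F/F0 ratio slope over 7 to 12 s after thallium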
# Target sequence (P48048 whole entry, looked up): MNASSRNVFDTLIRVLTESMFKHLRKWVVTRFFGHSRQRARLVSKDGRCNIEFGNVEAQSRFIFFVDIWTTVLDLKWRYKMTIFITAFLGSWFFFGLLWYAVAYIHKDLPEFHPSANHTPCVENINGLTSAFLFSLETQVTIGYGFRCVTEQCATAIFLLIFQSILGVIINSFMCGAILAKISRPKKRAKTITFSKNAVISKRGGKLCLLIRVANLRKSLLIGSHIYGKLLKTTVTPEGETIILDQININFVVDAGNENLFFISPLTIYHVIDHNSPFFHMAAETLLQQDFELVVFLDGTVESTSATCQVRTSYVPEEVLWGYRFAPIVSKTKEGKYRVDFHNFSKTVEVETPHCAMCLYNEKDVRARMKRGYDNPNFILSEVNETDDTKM
# STAT3 inh: inhibitors of IL-6 induced STAT3 signaling; U3A cells, IL-6 STAT3-luciferase reporter, luminescence; host cell line lacks STAT1; inhibition, % at 5.5 µM; 190,000 tested, 0.89% active;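 active means inhibition above the mean inhibition across all screened compounds plus 3 SD, cut at about 44% in these data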;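 further: 0% = DMSO only wells and 100% = 100 µM nifuroxazide control wells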
# APP 5UTR inh: APP translation inhibition. SH-SY5Y APP 5'UTR-luciferase reporter, luminescence. inhibition, % at 2 µM. 190,000 tested, 0.82% active;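 active means inhibition above a set limit, derived from the sample mean plus 3 SD, cut at about 45% in these data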; further: values of inactives mirror those of a sister screen read the other way
# * = called active by the depositor; x = no result given.
SMILES,STAT1 act,NF-kB neuron act,STAT3 activator,STAT1 blocker,APP 5'UTR act,FLuc stim CS,FLuc inhib CS,ROMK mod,STAT3 inh,APP 5UTR inh
CCC(=O)NCCn1c(C)cc2ccccc21,103,1.9,104,-3,-24,1.1,-9,x,4,24
COc1ccc(Sc2nnc(Cc3ccccc3)c3ccccc23)cc1,95,1.2,103,5,6,1,-3,x,3,-6
COc1cccc(NC(=O)Cc2nc(-c3ccccc3)sc2-c2ccc(C)cc2)c1,100,1.2,114,0,11,1,-1,0.49,-12,-11
O=C(CSc1nccn1-c1ccc(F)cc1)NCc1ccc(F)cc1,98,1.1,101,0,6,1.1,-6,-0.66,5,-6
COc1ccc(-c2csc(N3CCN(C(=O)c4ccccc4)CC3)n2)cc1,107,0.88,90,-8,-16,1,-4,x,14,16
c1ccc2c(-c3nc(C4CCCCC4)no3)cc(-c3ccncc3)nc2c1,102,0.62,96,-3,-14,1,-2,-1.1,9,14
COc1cc(-c2nnc(COC(=O)C3c4ccccc4Oc4ccccc43)o2)cc(OC)c1OC,91,0.73,100,10,7,1.1,-6,x,5,-7
Cc1cccc(-n2c(C)cc(C=C(C#N)C#N)c2C)c1,96,1.2,98,4,-1,1,-4,0.17,0,1
COc1ccccc1-n1c(SCC(N)=O)nnc1-c1ccccc1,96,0.94,103,4,-2,1,-4,x,0,2
O=C(/C=C\Nc1cccc(F)c1)c1cccs1,149*,7.7*,84,-38,189*,0.2,79*,x,26,-189
CCOCCCNC(=O)/C=C1\Sc2ccccc2N(Cc2ccccc2F)C1=O,99,1.1,103,0,25,0.9,7,-1.1,9,-25
CCCCN(CC)C(=O)c1ccc2c(c1)OCO2,95,1.2,113,6,2,1.1,-5,-0.32,-13,-2
C/C(=N\Nc1nc2ccccc2[nH]1)c1ccc(C)o1,117,1.7,131,-19,97,0.7,28,x,-28,-97
COc1ccc(C(=O)/C(=C\N(C)C)n2nc(C)cc2C)cc1,100,1.2,96,-4,-13,1.1,-6,-0.49,10,13
Cc1nn(C(C)C(=O)Nc2sc3c(c2C#N)CCCC3)c(C)c1[N+](=O)[O-] (configuration not stated),102,1,86,-2,-7,1.1,-11,x,22,7
Cc1n[nH]c(=S)n1/N=C/c1ccccc1OCc1ccc(Cl)cc1Cl,91,1.1,80,11,26,1.1,-8,-0.61,25,-26
CSc1nc2ccc(S(=O)(=O)N3CCCC3)cc2s1,94,0.92,109,6,-1,1.1,-9,0.2,-3,1
COC(=O)c1cn(NC(=O)/C=C/c2ccc(OC)c(OC)c2)c(=O)c2ccccc12,94,1.2,101,6,-1,1,-3,x,-1,1
COc1ccc(C(=O)CN2C(=O)C(C)(C)Oc3ccc(C(=O)N4CCCCCC4)cc32)cc1,97,0.89,94,3,-4,1.1,-7,x,11,4
COc1cccc(C(=O)Nc2ccncc2)c1,98,1.2,99,0,-5,1,-3,x,4,5
CCOC(=O)c1csc(NC(=O)CSc2nnc(C3CC3)n2C)n1,100,1.2,99,0,3,1.1,-6,x,11,-4
CC1CCN(C(=O)C2Cc3ccccc3CN2S(=O)(=O)c2ccc(F)cc2)CC1 (configuration not stated),96,0.96,99,4,5,1.1,-7,0.12,6,-5
Cc1ccc(NC(=O)C2CCCN(S(=O)(=O)c3cnc[nH]3)C2)c(Br)c1 (configuration not stated),104,1.2,96,-4,20,1,-2,x,10,-20
Clc1cccc(Cl)c1-c1nnc2ccc(N3CCOCC3)nn12,107,1.1,107,-7,5,1,-4,0.96,-4,-5
CCOC(=O)CCc1c(C)nc(-n2[nH]c(C)c(CCO)c2=O)[nH]c1=O,90,1.1,91,10,16,1.1,-6,-0.72,15,-16

# Filtered by structure, the compounds so far containing a halogen
SMILES,STAT1 act,NF-kB neuron act,STAT3 activator,STAT1 blocker,APP 5'UTR act,FLuc stim CS,FLuc inhib CS,ROMK mod,STAT3 inh,APP 5UTR inh
O=C(CSc1nccn1-c1ccc(F)cc1)NCc1ccc(F)cc1,98,1.1,101,0,6,1.1,-6,-0.66,5,-6
O=C(/C=C\Nc1cccc(F)c1)c1cccs1,149*,7.7*,84,-38,189*,0.2,79*,x,26,-189
CCOCCCNC(=O)/C=C1\Sc2ccccc2N(Cc2ccccc2F)C1=O,99,1.1,103,0,25,0.9,7,-1.1,9,-25
Cc1n[nH]c(=S)n1/N=C/c1ccccc1OCc1ccc(Cl)cc1Cl,91,1.1,80,11,26,1.1,-8,-0.61,25,-26
CC1CCN(C(=O)C2Cc3ccccc3CN2S(=O)(=O)c2ccc(F)cc2)CC1 (configuration not stated),96,0.96,99,4,5,1.1,-7,0.12,6,-5
Cc1ccc(NC(=O)C2CCCN(S(=O)(=O)c3cnc[nH]3)C2)c(Br)c1 (configuration not stated),104,1.2,96,-4,20,1,-2,x,10,-20
Clc1cccc(Cl)c1-c1nnc2ccc(N3CCOCC3)nn12,107,1.1,107,-7,5,1,-4,0.96,-4,-5

# The results go on:
SMILES,STAT1 act,NF-kB neuron act,STAT3 activator,STAT1 blocker,APP 5'UTR act,FLuc stim CS,FLuc inhib CS,ROMK mod,STAT3 inh,APP 5UTR inh
NC(=O)Cn1cc(C(=O)c2cccs2)c2ccccc21,100,1.1,100,0,11,1,-4,0.15,-3,-11
NC(=O)CSc1nnc(-c2cccnc2)n1Cc1ccccc1,105,1.3,96,-4,4,1.1,-7,-0.042,8,-4
CCOc1ccccc1OCCOc1ccccc1OC(C)C,87,1.1,93,14,-10,1.1,-6,0.11,9,10
Cc1ccc(S(=O)(=O)NCCN=C(CN2CCCC2)NS(=O)(=O)c2ccc(C)cc2)cc1,98,0.96,97,2,13,1,-4,x,7,-13
O=C(NC(=S)Nc1nc(-c2ccc(Br)cc2)cs1)c1ccco1,104,0.97,94,-5,-1,1.1,-8,1.6,10,1
CN(CCC#N)C(=O)COC(=O)/C=C/c1ccc2c(c1)OCO2,108,0.99,103,-10,-4,1,4,0.58,-1,4
COCCn1c(=O)sc2ccccc2c1=O,101,1,86,0,12,1,-2,-0.005,18,-12
CC(C/C=N/NC(=O)COc1cc(Cl)ccc1Cl)c1ccccc1 (configuration not stated),103,1.2,104,-3,-1,1.1,-8,x,2,1
Cc1cc(C)n(-c2ccc(C(=O)O)cc2)n1,103,0.99,91,-3,-9,1.1,-6,0.6,11,9
O=C(CCl)NC1CCCc2ccccc21 (configuration not stated),94,1.1,85,5,22,1.1,-9,0.048,24,-22
COc1ccc(-n2nc([N+](=O)[O-])c(=NC3CCN(Cc4ccccc4)CC3)n2O)cc1,114,0.95,94,-17,28,1,-4,-0.11,9,-28
CCOc1ccc(-c2cc(CCCC(=O)NCCc3ccc(OC)c(OC)c3OC)no2)cc1,84,0.78,101,17,-12,1,-3,x,3,12
COc1ccc(-c2cc(C(F)F)n3ncc(C(=O)Nc4c(C)n(C)n(-c5ccccc5)c4=O)c3n2)cc1,98,0.72,100,1,16,1.1,-8,x,5,-16
CCOc1ccc(C2C(C#N)=C(N)SC(N)=C2C#N)c(OCC)c1,97,1.3,106,3,-5,1.1,-6,x,-4,5
O=C(CCCOc1ccc(Cl)cc1Cl)N/N=C/c1ccc(Cl)cc1,110,1.2,103,-11,-14,0.9,11,x,-4,14
COc1ccccc1-n1nnnc1SCc1ccccc1,98,0.92,107,1,10,1.1,-6,-0.97,-7,-10
CCOCCCNC(=O)C(c1ccc(Cl)cc1)N(Cc1cccs1)C(=O)CNC(C)=O (configuration not stated),96,1.3,99,5,0,1,0,0.038,0,0
COc1cccc(C=Nc2cccnc2)c1O,107,0.97,100,-8,4,1,-4,1.5,2,-4
N/C(COc1ncn(-c2ccccc2)n1)=N\S(=O)(=O)c1ccc(Cl)cc1Cl,96,0.89,107,3,3,1.1,-7,-0.72,-1,-3
Cc1ccc(C)c(NC(=O)C(NCC(C)(C)N2CCOCC2)c2ccccc2)c1 (configuration not stated),106,1.3,115,-8,5,1,2,0.18,-10,-5
CN1CCN(NC(=O)COc2cccc(C(F)(F)F)c2)CC1,117,0.99,101,-19,-16,1.1,-7,x,-2,16
O=C(Cn1cccc1C(=O)c1ccccc1)NCCCN1CCc2ccccc2C1,93,1.3,94,7,20,1,-5,0.38,17,-20
CCC(C)(C)NC(=O)C(OC(=O)c1ccco1)c1ccccc1OC (configuration not stated),103,1.1,104,-3,9,1.1,-7,-0.029,-1,-9
COc1ccc(O)c(C=Nc2cc(C)on2)c1,105,0.95,102,-5,10,1,-4,0.25,0,-10
CCOc1ccccc1N=c1oc2cc(O)ccc2cc1C(=O)NCC1CCCO1 (configuration not stated),101,0.63,84,-1,12,1,-1,-1.1,23,-12
CCCC(=O)Nc1ccc(Br)cn1,101,1.3,100,-1,7,1,-5,0.4,-3,-7
Cc1ccc(C(=O)C2=C(O)C(=O)N(c3ncccn3)C2c2ccc(Cl)cc2)o1 (configuration not stated),98,1.2,105,2,9,1.1,-8,0.036,-5,-9

# Ordered by the number under APP 5'UTR act (low to high): 4 from the list above
SMILES | STAT1 act | NF-kB neuron act | STAT3 activator | STAT1 blocker | APP 5'UTR act | FLuc stim CS | ROMK mod | APP 5UTR inh
CCOCCCNC(=O)C(c1ccc(Cl)cc1)N(Cc1cccs1)C(=O)CNC(C)=O (configuration not stated) | 96 | 1.3 | 99 | 5 | 0 | 1 | 0.038 | 0
N/C(COc1ncn(-c2ccccc2)n1)=N\S(=O)(=O)c1ccc(Cl)cc1Cl | 96 | 0.89 | 107 | 3 | 3 | 1.1 | -0.72 | -3
COc1ccc(-c2cc(C(F)F)n3ncc(C(=O)Nc4c(C)n(C)n(-c5ccccc5)c4=O)c3n2)cc1 | 98 | 0.72 | 100 | 1 | 16 | 1.1 | x | -16
O=C(CCl)NC1CCCc2ccccc21 (configuration not stated) | 94 | 1.1 | 85 | 5 | 22 | 1.1 | 0.048 | -22

# 2 of the compounds above, as labelled records:
> Cc1ccc(C)c(NC(=O)C(NCC(C)(C)N2CCOCC2)c2ccccc2)c1 (configuration not stated)
  STAT1 act: 106
  NF-kB neuron act: 1.3
  STAT3 activator: 115
  STAT1 blocker: -8
  APP 5'UTR act: 5
  FLuc stim CS: 1
  FLuc inhib CS: 2
  ROMK mod: 0.18
  STAT3 inh: -10
  APP 5UTR inh: -5
> CN1CCN(NC(=O)COc2cccc(C(F)(F)F)c2)CC1
  STAT1 act: 117
  NF-kB neuron act: 0.99
  STAT3 activator: 101
  STAT1 blocker: -19
  APP 5'UTR act: -16
  FLuc stim CS: 1.1
  FLuc inhib CS: -7
  ROMK mod: x
  STAT3 inh: -2
  APP 5UTR inh: 16
